Bioassay records as filed in PubChem.
EPAC1 antag: qHTS for Antagonist of cAMP-regulated guanine nucleotide exchange factor 3 (EPAC1): primary screen | Rap guanine nucleotide exchange factor 3 (Homo sapiens), O95398 | EPAC1 GEF assay, Rap1b-BODIPY-GDP exchange fluorescence | Potency, µM (top dose mostly 115 µM), for inactives: top-dose activity change, negative = inhibition, actives largely listed as inhibitors | actives 0.14% (n = 360,000) | AID 720709, 2013;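 further: potency means the concentration at half of the fitted maximal effect; plate controls were vehicle for no effect and positive control for full effect; nearly all actives have a fitted effect of over 50% in size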
WRN helicase inh: qHTS for Inhibitors of WRN Helicase | Bifunctional 3'-5' exonuclease/ATP-dependent helicase WRN (Homo sapiens), Q14191 | WRN helicase unwinding, fluorescent forked duplex, kinetic | Potency, µM (highest dose often 114 µM), for the others: at the highest dose activity change, negative = inhibition, usual class: inhibitors | actives 0.46% (n = 360,000); further: potency means the concentration at half of the fitted maximal effect; on the % scale 0 is the no-effect control and ±100 the full control effect; nearly all actives have a fitted effect of over 55% in size
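WRN at 20 nM final was preincubated with compound for 15 min at room temperature; reaction started with 100 nM forked duplex oligonucleotide carrying fluorophore and quencher plus 2 mM ATP (final). Unwinding followed kinetically by red fluorescence (ex 525/em 598 nm).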
PI5P4Ka inh: qHTS for Inhibitors of phosphatidylinositol 5-phosphate 4-kinase (PI5P4K); Phosphatidylinositol 5-phosphate 4-kinase type-2 alpha (Homo sapiens), P48426; PI5P4Kalpha enzyme, ADP-Glo luminescence, 60 min; stronger effect = lower value; max response, %; actives 1.2% (n = 330,000); active means max response of -50% or lower; inconclusive means between -30% and -50%; inactive means -30% or higher; further: value at the top dose of about 77 µM; on the % scale 0 is the no-effect control and ±100 the full control effect
Target sequence (P48426 whole entry, looked up): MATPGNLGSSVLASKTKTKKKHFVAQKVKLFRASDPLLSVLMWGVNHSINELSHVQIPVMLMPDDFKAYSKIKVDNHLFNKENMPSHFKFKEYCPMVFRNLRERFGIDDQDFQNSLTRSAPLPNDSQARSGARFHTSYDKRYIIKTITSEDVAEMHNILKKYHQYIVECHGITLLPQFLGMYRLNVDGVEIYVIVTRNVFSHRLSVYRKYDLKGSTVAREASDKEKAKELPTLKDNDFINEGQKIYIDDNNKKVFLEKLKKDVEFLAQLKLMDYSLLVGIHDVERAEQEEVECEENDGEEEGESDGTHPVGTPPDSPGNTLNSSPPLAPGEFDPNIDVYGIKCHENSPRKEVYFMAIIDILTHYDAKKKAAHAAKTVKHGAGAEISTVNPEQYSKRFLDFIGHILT
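Enzyme plus substrate dispensed, test compounds pinned in, then ATP (5 microM final) added. After 60 min at RT, ADP-Glo reagent 1 for 45 min and reagent 2 for 30 min preceded luminescence imaging.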
MmCpn inh: Inhibitors of TCP-1 ring complex (TRiC) of Methanococcus maripaludis (MmCpn): qHTS; purified Mm-Cpn ATPase, ADP Transcreener TR-FRET; Potency, µM (series often up to 76.9 µM), inactives show at the highest dose activity, negative = inhibition, most hits filed as inhibitors; actives 0.031% (n = 330,000); further: potency means the concentration at half of the fitted maximal effect; on the % scale 0 is the no-effect control and ±100 the full control effect; nearly all actives have a fitted effect of over 80% in size
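Reaction buffer contained 30 mM Tris pH 7.4, 100 mM KCl, 5 mM MgCl2 and 1 mM DTT. Mm-CPN (25 nM final) hydrolysed 10 uM ATP over 30 min at 37°C; ADP was read by HTRF.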
EPAC1 ag: qHTS for Agonist of cAMP-regulated guanine nucleotide exchange factor 3 (EPAC1): primary screen; EPAC1 agonist qHTS, biochemical assay; response scale: 100% = response to 6.5 mM cAMP; Potency, µM (doses to about 154 µM), for inactives: top-dose activation, actives largely listed as activators; actives 0.073% (n = 360,000); AID 720707, 2013; further: potency means the concentration at half of the fitted maximal effect; nearly all actives have a fitted effect of over 60% in size
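Compounds were pinned as a concentration titration into mixtures of EPAC1 (100 nM), BODIPY-GDP-loaded Rap1B (250 nM) and GDP (50 uM). After 5 min at room temperature, fluorescence was followed for 30 min; activity was scaled to 6.5 mM cAMP.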
CCT modulator: High-Throughput Screening for Modulators of Cytosolic Chaperonin Activity; purified chaperonin ATPase assay, HTRF ADP detection, 30 min; actives 0.3% (n = 360,000); activity change, % (no concentration beside the values), hits read low; in the data active means activity change below about -30%; further: on the % scale 0 is the no-effect control and ±100 the full control effect
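TRiC (40 or 20 nM final, by batch activity) in 30 mM Tris pH 7.4, 100 mM KCl, 5 mM MgCl2, 1 mM DTT was treated with compound at 76 uM single dose, then 10 uM ATP, 30 min at 37 °C. ADP was read by HTRF Transcreener.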
PLK1 PBD block: qHTS for Inhibitors of PLK1-PDB (polo-like kinase 1 - polo-box domain): Primary Screen | actives 2.8% (n = 360,000) | Plk1 PBD binding of FITC phosphopeptide, fluorescence polarization | Potency, µM, without a hit: max response, negative = inhibition, usual class: inhibitors | Serine/threonine-protein kinase PLK1 (Homo sapiens), P53350; further: potency means the concentration at half of the fitted maximal effect; series mostly up to about 57 µM; on the % scale 0 is the no-effect control and ±100 the full control effect; nearly all actives have a fitted effect of over 65% in size
Target sequence (P53350 whole entry, looked up, the tested form may be a part): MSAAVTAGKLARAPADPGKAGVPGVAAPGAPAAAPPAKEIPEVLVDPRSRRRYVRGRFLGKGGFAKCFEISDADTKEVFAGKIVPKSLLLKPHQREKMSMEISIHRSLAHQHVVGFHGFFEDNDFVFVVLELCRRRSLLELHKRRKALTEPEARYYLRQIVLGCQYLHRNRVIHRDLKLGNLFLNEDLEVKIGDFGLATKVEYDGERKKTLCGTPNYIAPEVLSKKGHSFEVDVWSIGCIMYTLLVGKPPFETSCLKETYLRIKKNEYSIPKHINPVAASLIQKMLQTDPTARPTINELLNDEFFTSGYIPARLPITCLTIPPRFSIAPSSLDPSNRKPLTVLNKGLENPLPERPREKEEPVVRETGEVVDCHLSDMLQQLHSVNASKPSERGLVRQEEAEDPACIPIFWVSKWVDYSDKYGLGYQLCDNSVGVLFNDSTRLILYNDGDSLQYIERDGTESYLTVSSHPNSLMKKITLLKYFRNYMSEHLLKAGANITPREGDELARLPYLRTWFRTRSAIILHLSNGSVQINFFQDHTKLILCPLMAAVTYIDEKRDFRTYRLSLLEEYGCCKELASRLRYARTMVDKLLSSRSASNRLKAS
EPAC2 antag: qHTS for Antagonist of cAMP-regulated guanine nucleotide exchange factor 2 (EPAC2): primary screen; EPAC2 GEF exchange of Rap1B-BODIPY-GDP, fluorescence; Potency, µM (doses to about 114 µM), for inactives: at the top dose activity, negative = inhibition, usual class: inhibitors; actives 0.18% (n = 360,000); further: potency means the concentration at half of the fitted maximal effect; on the % scale 0 is the no-effect control and ±100 the full control effect; nearly all actives have a fitted effect of over 45% in size; many of its hits are not listed in these tables
Starred values were filed as active, the others as inactive; u = inconclusive; x = no result given; [ ] = another dose, or the depositor's remark. Unless noted, the call rests on the fitted dose curve; in most records, active means well fitted curve in the direction sought with a large enough effect; inconclusive means small, poorly fitted or top-dose-only effect, or another doubt; inactive means no such curve, though single readings can be large; an effect the other way counts as inactive or inconclusive.

SMILES | EPAC1 antag | WRN helicase inh | PI5P4Ka inh | MmCpn inh | EPAC1 ag | CCT modulator | PLK1 PBD block | EPAC2 antag
CCCCN1C(=O)C2NN=C(C(=O)OCC)C2C1=O (stereo not drawn) | 3.1% | -3.1% | x | 0.7% | 2.1% | -0.2 | -3.7% | -2.9%
CCOC(=O)C1=C(COC(=O)COc2ccccc2C(C)C)NC(=O)NC1C (stereo not drawn) | -5.6% | -2.2% | 0.6 | 2.2% | -2.5% | -1.2 | -2.5% | -18.3%
CCOC(=O)c1ccc[n+](CC(=O)c2ccc(NC(=O)c3ccccc3)cc2)c1 | 18.3% | -1.4% | 1.8 | 5.6% | 1.7% | 1.9 | 3.2% | 3.6%
CN(C)CCCNC(=S)N(CCCN(C)C)Cc1cc2cc3c(cc2[nH]c1=O)OCO3 | -10.8% | 43.6%[activator] | 1.3 | 0.4% | 6.4% | -2.2 | 0.5% | 6.1%
CCCNC(=O)CSc1nnc(-c2ccccc2Br)n1-c1cccc(C(F)(F)F)c1 | -11.6% | -31.3%[57.1 µM] | -9.2 | -2.1% | 4.0% | -2.6 | -14.4% | -15.6%
CCCc1cc(C(=O)N/N=C/c2ccc(CC)s2)c2ccccc2n1 | -1.0% | -13.4% | 9.3 | -0.3% | 1.7% | 1.8 | -16.3% | 14.6%
Cc1cc2ncc(S(C)(=O)=O)c(N)n2n1 | -1.0% | -9.3% | 7.0 | 0.3% | 4.3% | 0.8 | -1.5% | -1.3%
O=C(COC(=O)CCN1C(=O)/C(=C\C=C\c2ccccc2)SC1=S)Nc1ccc(Br)cc1 | -13.0% | -20.5% | -22.9 | -3.7% | 3.9% | -1.6 | -26.9% | -9.2%
O=C(CN1CCN(CC(=O)c2ccccc2)CC1)c1ccccc1 | -9.3% | -7.9% | -2.6 | x | -6.4% | 1.4 | -21.5% | -14.8%
Cc1cc(OCCOCCN(C)CCO)cc(C)c1Cl | 4.5% | 1.9% | 8.6 | 4.1% | -3.3% | -2.5 | -4.2% | -0.7%
CCC(=O)c1ccc(OCC(=O)NC2(C#N)CCCCC2)cc1 | 13.8% | -6.4% | 4.3 | -0.5% | -12.9% | 1.9 | -6.6% | 7.1%
COc1cccc(CNC(=O)CCCCCNC(=O)N2CCn3c2nc2ccccc23)c1 | -5.3% | -3.8% | -0.8 | 0.5% | -10.8% | -4.5 | 0.8% | -0.9%
COc1ccc2cc(C(=O)Nc3ccc(S(N)(=O)=O)cc3)sc(=O)c2c1OC | -10.7% | -3.1%[57.1 µM] | 6.1 | -3.2% | 9.6% | -6.7 | -12.1% | 3.4%
COc1cc2c(cc1OC)C(c1ccc(-c3ccccc3Cl)o1)=NCC2 | 11.2% | -20.9% | x | -0.9% | -1.3% | 0.2 | -13.3% | 7.0%
COc1ccc(-n2c(-c3ccc(Cl)cc3Cl)n[nH]c2=S)c(OC)c1 | -5.4% | 79.4µM* | -64.1* | -7.7% | 8.2% | -1.4 | 23.8µM* | u
O=S(=O)(Nc1cccc(S(=O)(=O)N2CCCCC2)c1)c1ccc(Cl)s1 | -16.5% | 1.8% | -1.1 | 1.1% | -20.7% | -2.4 | -10.4% | 7.4%
COc1ccc(C2C(C#N)=C(N)Oc3cc(C)[nH]c(=O)c32)cc1OC (stereo not drawn) | 10.4% | 6.1% | 1.8 | -1.4% | -3.8% | 0.8 | -20.9% | 15.4%
COCc1ccc(CN2CCC(n3nccc3NC(=O)CCCc3ccccc3)CC2)o1 | 14.2% | 5.8% | -8.7 | -2.4% | -7.3% | 1.8 | -4.5% | 6.0%
CCc1ccc(CNC(=O)c2ccc3c(c2)NC(=O)C(N2CCOCC2)S3)cc1 (stereo not drawn) | -16.3% | 4.3% | -7.7 | 2.0% | -10.3% | 2.6 | 4.6% | -8.5%
CC(=O)c1ccc(-c2ccc([C@H]3[C@H]4C=CC[C@@H](C)[C@@H]4C(=O)N3Cc3ccccc3)c(F)c2)cc1 | -6.7% | -6.1% | 4.5 | -4.4% | -8.5% | -2.2 | -1.4% | 2.9%
O=S(=O)(c1ccc(Cl)cc1)N(Cc1ccccn1)Cc1ccccn1 | -0.3% | -4.0% | 26.2 | 1.2% | 3.7% | 1.1 | 0.1% | -1.1%
CC1CCN(C(=O)CSc2nc(N)c(NC(=O)c3ccccc3)c(=O)[nH]2)CC1 | 7.6% | 0.4% | 0.9 | 2.0% | 13.3% | 0.9 | -1.1% | 0.1%
COc1ccc(S(=O)(=O)c2c(O)c3ccc(C(=O)Nc4ccccc4Cl)cc3[nH]c2=O)cc1 | 11.9% | -9.0% | 0.3 | 0.0% | 10.9% | -1.5 | u | -11.5%
O=C(Nc1ncccc1O)c1ccc(OCC2CCCO2)cc1 (stereo not drawn) | 13.8% | 7.4% | -14.6 | 0.7% | 3.5% | 0.2 | -8.5% | 1.0%
COC(=O)c1cnc[nH]1 | -9.9% | -3.5% | 0.5 | -1.4% | -24.6% | -0.7 | -1.4% | 14.2%

4 entries from above, ordered by heavy-atom count, smallest number first.
SMILES | EPAC1 antag | WRN helicase inh | PI5P4Ka inh | MmCpn inh | EPAC1 ag | CCT modulator | PLK1 PBD block | EPAC2 antag
Cc1cc(OCCOCCN(C)CCO)cc(C)c1Cl | 4.5% | 1.9% | 8.6 | 4.1% | -3.3% | -2.5 | -4.2% | -0.7%
O=C(Nc1ncccc1O)c1ccc(OCC2CCCO2)cc1 (stereo not drawn) | 13.8% | 7.4% | -14.6 | 0.7% | 3.5% | 0.2 | -8.5% | 1.0%
O=S(=O)(c1ccc(Cl)cc1)N(Cc1ccccn1)Cc1ccccn1 | -0.3% | -4.0% | 26.2 | 1.2% | 3.7% | 1.1 | 0.1% | -1.1%
COc1ccc2cc(C(=O)Nc3ccc(S(N)(=O)=O)cc3)sc(=O)c2c1OC | -10.7% | -3.1%[57.1 µM] | 6.1 | -3.2% | 9.6% | -6.7 | -12.1% | 3.4%

New compounds follow.
SMILES | EPAC1 antag | WRN helicase inh | PI5P4Ka inh | MmCpn inh | EPAC1 ag | CCT modulator | PLK1 PBD block | EPAC2 antag
O=C(CSCc1c(F)cccc1F)Nc1ccccc1 | -15.6% | 7.6% | 0.1 | 1.0% | -3.6% | 0.7 | -0.7% | 8.0%
O=C(CN1C(=O)c2cccc3cccc1c23)N1CCc2ccccc2C1 | -8.9% | -1.0% | 2.4 | -0.6% | 11.3% | -0.1 | -7.3% | -1.8%
CCOC(=O)c1c(NC(=O)C(=O)N/N=C/c2ccc(OCC)cc2)sc2c1CCCCC2 | 3.8% | 3.4% | -0.6 | -1.6% | 3.4% | -1.9 | -5.1% | 11.5%
COCOCCn1cc(CN2CCS(=O)(=O)N(Cc3ccc(-c4cccc(CO)c4)cc3)C(CC(C)C)C2=O)nn1 (stereo not drawn) | 4.7% | 7.9% | -2.9 | x | -8.8% | 1.4 | 1.9% | 1.4%
NC(Cc1ccc(Cl)cc1)c1csc(Nc2ccc(C(F)(F)F)cn2)n1 (stereo not drawn) | -4.5% | -5.6% | -4.3 | x | -3.6% | -2.6 | -11.0% | 13.9%
COc1ccc(OC)c(S(=O)(=O)N2CCC3(CC2)CC(=O)c2ccccc2O3)c1 | -2.6% | -8.3% | 1.3 | 2.8% | u | 2.4 | -2.4% | -7.9%
CC(/C=C/c1ccc(N(C)C)cc1)=N/N=C1/NC(=O)CC(C(=O)Nc2ccc(Cl)cc2)S1 (stereo not drawn) | -16.5% | -19.8% | 2.2 | -1.4% | 17.1% | 1.9 | -0.2% | -0.8%
Cc1ccc(/C=C/C(=O)NC(=S)N2CCN(C)CC2)cc1 | 0.9% | -5.3% | -3.2 | 2.3% | -5.6% | -0.8 | -4.7% | 5.6%
CC(C)(C)NC(=O)CSc1nnc(CN2CCCCCC2=O)n1-c1ccccn1 | 1.3% | -5.5% | 9.0 | -2.3% | 3.5% | -0.3 | -4.6% | -2.9%
c1cc(-c2ccc3[nH]ccc3c2)n2ccnc2c1 | 29.8% | -15.0% | -13.3 | x | -0.4% | -1.2 | -9.0% | -0.4%
COC(=O)c1ccc(NC(=O)CSc2nncn2C)cc1 | -18.7% | 7.9% | 10.8 | -2.2% | 10.6% | 0.0 | -5.1% | 6.4%
COC(=O)C(NC(=O)CSc1nc(N)cc(=O)[nH]1)c1ccccc1 (stereo not drawn) | -6.2% | 9.3% | 1.1 | -0.6% | -5.9% | 2.8 | 0.3% | 7.3%
Cc1[nH][nH]c(=O)c1C(c1ccc(Cl)cc1)c1c(C)[nH][nH]c1=O | -11.2% | 2.2% | -0.4 | 1.0% | -0.1% | -5.5 | 29.9µM* | 1.4%
COc1cccc(-c2nnc3sc(-c4cccs4)nn23)c1 | 4.0% | 1.5% | -7.8 | -2.2% | -2.1% | 0.6 | -6.3% | 10.3%
O=C(NCC(c1ccccc1Cl)N1CCCC1)c1ccc(N2CCCC2=O)cc1 (stereo not drawn) | -3.4% | -0.4% | -9.2 | 2.1% | -10.4% | -0.2 | -2.5% | -1.2%
CCOC(=O)c1c(C)[nH]c(C)c1S(=O)(=O)N(C)CC(=O)Nc1cccc(C)c1 | -11.9% | -0.7% | 0.8 | -13.6% | 1.7% | -1.0 | -11.6% | 3.0%
CCC(=O)c1ccc(OCC(=O)NCc2ccccc2CN2CCCC2)cc1 | -13.3% | -19.7% | -6.7 | 0.4% | -9.8% | -10.7 | -3.5% | 11.7%
CC(=O)N1CCCC(C(=O)c2ccc3c4c(cccc24)CC3)C1 (stereo not drawn) | -4.6% | 3.8% | -4.9 | 1.2% | 6.2% | -2.6 | -1.8% | -0.7%
COc1cccc(N2CC(C(=O)Nc3nnc(SCc4ccccn4)s3)CC2=O)c1 (stereo not drawn) | 2.6% | -8.0% | -29.4 | -0.2% | 3.0% | -2.6 | -19.2% | 4.5%
CCOC(=O)C1=CC[C@]2(C)c3c(c4ccccc4n3C)C(=O)C1N2C | 0.3% | 9.1% | -3.7 | 2.2% | 4.3% | 1.2 | -5.8% | -8.1%

The list is partial. The share of hits here may be higher or lower than overall.
